# Source: PubChem BioAssay (National Center for Advancing Translational Sciences (NCATS))
# NPC1 promoter act: NPC1 promoter activation; Huh7 NPC1 promoter luciferase reporter, 24 h; Potency, µM (doses to about 9.22 µM), without a hit: top-dose activation, usual class: activators; 320,000 tested, 2.4% active; AID 485313;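 note: potency is the fitted concentration of half-maximal effect; % of control where 0% means no effect; nearly all actives have a fitted effect of over 60% in size; reporter is driven by a mutant NPC1 promoter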
#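 Huh7 cells stably carrying NPC1 promoter–luciferase, plated in Opti-MEM with 10% FBS for 2 h, were exposed to compound in DMSO for 24 h at 37 °C; luciferase reagent was added for 10 min and luminescence read.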
# Rab9 promoter act: activators of Rab9 promoter; Huh7 Rab9 promoter-luciferase reporter, luminescence, 24 h; Potency, µM (series often up to 9.22 µM), for the others: at the top dose activation, negative = inhibition, hits mostly activators; 320,000 tested, 2.8% active; AID 485297; note: potency is the fitted concentration of half-maximal effect; % of control where 0% means no effect; nearly all actives have a fitted effect of over 60% in size
#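 Stable Rab9-luc Huh7, 1500 cells/well, 2 h settle; cmpd in DMSO, 24 h, 37 °C/5% CO2; luciferase reagent 10 min RT; luminescence.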
# p53 reactivation: mutant p53 re-activation in reporter cells | H1299 p53-A138V BP100-luciferase reporter, luminescence, 24 h | Potency, µM (doses to about 92.2 µM), inactives show at the highest dose activity change, positive = activation, most hits filed as activators | 320,000 tested, 0.063% active; note: potency is the fitted concentration of half-maximal effect; % of control where 0% means no effect; nearly all actives have a fitted effect of over 45% in size
#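 H1299 (p53-null), stable ts p53-A138V + BP100-Luc; 1000 cells/well, Opti-MEM/10% FBS; cpd 4 pt, 1:5; 24 h, 37 deg C, 5% CO2; detection reagent 10 min RT; luminescence.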
# RORgamma inh: blocks mouse ROR gamma transcriptional activity | Drosophila S2 Gal4-RORgamma UAS-luciferase reporter, 20 h | Potency, µM (highest dose often 53.6 µM), for the others: top-dose activity change, negative = inhibition, actives largely listed as inhibitors | 310,000 tested, 5.4% active | AID 2551; note: potency is the fitted concentration of half-maximal effect; % is set by controls: 0 for no effect and ±100 for the full control effect; nearly all actives have a fitted effect of over 60% in size
#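 Schneider cells (Drosophila), stable Gal4 DBD–ROR gamma + UAS-luc; 1 hr cmpd preincubation; Cu2+ induction 700 uM final; 20 hr ambient; luminescence.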
# Gal4-VP16 FLuc: counter-screen for ROR gamma inhibitors: Gal4-VP16 reporter | Drosophila S2 Gal4-VP16 UAS-luciferase, luminescence, 20 h | AID 2546 | 310,000 tested, 3.5% active | Potency, µM (doses to about 53.6 µM), without a hit: top-dose activity, negative = inhibition, usual class: inhibitors;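 note: Gal4-VP16 expression switched on by copper sulfate through the metallothionein promoter; potency is the fitted concentration of half-maximal effect; % is set by controls: 0 for no effect and ±100 for the full control effect; nearly all actives have a fitted effect of over 50% in size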
# BRCA1 expr act: increases BRCA1 expression | MCF7-BRCA1-FFLuc reporter, luminescence, 48 h; response scale: scaled: vehicle 0%, 10 µM genistein 100% | Potency, µM (doses to about 46.1 µM), for the others: at the highest dose activation, most hits filed as activators | 380,000 tested, 1.1% active | AID 624202; note: potency is the fitted concentration of half-maximal effect; nearly all actives have a fitted effect of over 80% in size; some results filed as inactive show a strong effect at the top dose
#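 Compounds are tested at multiple concentrations on MCF7 BRCA1-luciferase reporter cells seeded at 2000 per well; after 48 h, a single luminescence end-point is taken and curves fitted to the normalized data.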
# TRPV1 ag: activates the human vanilloid receptor TRPV1 | TRPV1-expressing cells, Fluo-8 calcium influx, agonist mode | Q8NER1 | 320,000 tested, 0.19% active | activation, % at 8.33 µM; in the data active = activation above about 80%; inconclusive = between about 30% and that limit; note: 0% is about no effect
#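 Fluo-8 calcium influx in TRPV1-expressing cells, kinetic read (ex 480/em 520 nm). Compound added and read 3 min for agonist activity, followed by capsaicin at EC20 final and 2 min further read for enhancement.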
# Tb PFK inh: T. brucei PFK enzyme inhibition; O15648; T. brucei PFK, ADP-Glo luminescence; Potency, µM (highest dose often 57.5 µM), for the others: top-dose activity, negative = inhibition, usual class: inhibitors; 330,000 tested, 0.17% active; AID 485367;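 note: potency is the fitted concentration of half-maximal effect; 0% = uninhibited 1x PFK enzyme wells and -100% = no-enzyme wells; nearly all actives have a fitted effect of over 60% in size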
# Target sequence (O15648 whole entry, looked up): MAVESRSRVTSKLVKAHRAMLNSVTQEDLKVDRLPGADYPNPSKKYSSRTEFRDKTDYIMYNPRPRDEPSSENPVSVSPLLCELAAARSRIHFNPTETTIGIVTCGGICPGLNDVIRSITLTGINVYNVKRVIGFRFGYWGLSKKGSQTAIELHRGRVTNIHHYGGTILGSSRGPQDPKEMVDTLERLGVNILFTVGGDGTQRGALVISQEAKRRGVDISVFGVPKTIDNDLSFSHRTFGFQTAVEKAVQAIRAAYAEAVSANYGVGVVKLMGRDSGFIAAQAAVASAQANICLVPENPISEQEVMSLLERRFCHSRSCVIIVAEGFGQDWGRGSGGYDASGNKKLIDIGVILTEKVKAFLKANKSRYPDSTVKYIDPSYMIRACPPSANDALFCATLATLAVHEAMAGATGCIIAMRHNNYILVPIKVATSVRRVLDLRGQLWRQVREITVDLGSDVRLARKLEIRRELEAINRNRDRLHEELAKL
#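 In TEA buffer at pH 8.0 with 5 mM MgCl2, enzyme (1.25 nM) converted F6P (0.5 mM) and ATP (0.1 mM) for 45 min at room temperature. ADP product was read by luciferase luminescence.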
# ELG1 DNA repair: ELG1-dependent DNA repair inhibition; HEK293T ELG1-luciferase reporter, luminescence, 16 h; DNA damage induced by 5-fluorouridine; Potency, µM (top dose mostly 46.1 µM), for inactives: top-dose activity change, negative = inhibition, hits mostly inhibitors; 330,000 tested, 2.3% active; AID 504467; note: potency is the fitted concentration of half-maximal effect; % is set by controls: 0 for no effect and ±100 for the full control effect; nearly all actives have a fitted effect of over 55% in size
#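 Step one: seed 2,000 cells per well. Step two: pin-transfer compound or DMSO alongside 5-fluorouridine. Step three: incubate 16 hr, 37 °C, 5% CO2. Step four: add ONE-Glo, wait 30 min, read luminescence.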
# ELG1 genotox: genotoxicity induction in ELG1-luciferase HEK293T cells. HEK293T ELG1-luciferase reporter, luminescence, 16 h. Potency, µM (top dose mostly 46 µM), inactives show at the highest dose activity change, positive = activation, usual class: activators. 330,000 tested, 1.3% active; note: potency is the fitted concentration of half-maximal effect; % of control where 0% means no effect; nearly all actives have a fitted effect of over 60% in size
#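 Reporter readout depends on ELG1 protein level, which increases with genetic stress. After 16 hr compound exposure at 37 °C, luciferase activity was quantified using ONE-Glo.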
# FLuc modulator: firefly luciferase modulation, counter-screen for miR-21 project; 360,000 tested, 6.9% active; purified FLuc, Km substrates, luminescence inhibition; P08659; Potency, µM (series often up to 57.5 µM), without a hit: top-dose activity change, negative = inhibition, most hits filed as inhibitors;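 note: potency is the fitted concentration of half-maximal effect; plate controls were vehicle for no effect and reference inhibitor for full effect; nearly all actives have a fitted effect of over 55% in size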
# Target sequence (P08659 whole entry, looked up): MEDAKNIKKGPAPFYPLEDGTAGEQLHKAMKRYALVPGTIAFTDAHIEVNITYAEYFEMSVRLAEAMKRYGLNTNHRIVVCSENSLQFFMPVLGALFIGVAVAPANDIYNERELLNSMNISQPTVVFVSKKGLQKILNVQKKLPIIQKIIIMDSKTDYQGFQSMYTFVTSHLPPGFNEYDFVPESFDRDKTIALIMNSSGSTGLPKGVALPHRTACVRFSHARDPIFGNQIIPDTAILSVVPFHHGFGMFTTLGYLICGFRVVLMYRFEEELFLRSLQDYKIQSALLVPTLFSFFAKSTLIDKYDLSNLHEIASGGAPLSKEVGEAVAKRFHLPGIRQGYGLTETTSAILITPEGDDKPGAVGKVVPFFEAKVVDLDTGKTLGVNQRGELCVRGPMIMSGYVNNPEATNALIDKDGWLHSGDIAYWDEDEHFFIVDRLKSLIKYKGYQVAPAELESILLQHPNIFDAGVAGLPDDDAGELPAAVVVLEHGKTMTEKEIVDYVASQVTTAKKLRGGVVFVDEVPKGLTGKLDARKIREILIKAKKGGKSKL
#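 Biochemical qHTS of compounds, final roughly 60 µM downward over six points, against 10 nM purified firefly luciferase using Km concentrations of substrates (10 uM D-luciferin, 10 uM ATP) in Tris acetate pH 7.5 buffer; luminescence output.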
# * = called active by the depositor; u = inconclusive; x = not tested or not shown; & = joins results of further samples; [ ] = another dose, or the depositor's remark. Unless noted, calls come from the whole dose curve; as a rule, active = well fitted curve in the direction sought with a large enough effect; inconclusive = small, poorly fitted or top-dose-only effect, or another doubt; inactive = no such curve, though single readings can be large; an effect the other way counts as inactive or inconclusive. Rows were taken by chance. About 15% of those tested had a hit in this group.
SMILES,NPC1 promoter act,Rab9 promoter act,p53 reactivation,RORgamma inh,Gal4-VP16 FLuc,BRCA1 expr act,TRPV1 ag,Tb PFK inh,ELG1 DNA repair,ELG1 genotox,FLuc modulator
O=S(=O)(NCc1ccccc1)c1ccc(Br)c2nsnc12,-2%,-2%,1%,17%,2%,-11%,3,-1%,-7%,-6%,4%
C=CCNc1cnn(CC(C)=O)c(=O)c1Br,0%,-1%,5%,-9%,2%,5%,x,-5%,25%,0%,-1%
O=C(Nc1ncc(Cc2ccccc2)s1)C1COc2ccccc2O1 (centres undefined),1.6µM*,2.8µM*,8%,10µM*,2µM*,u,17,1%,u,12%,3µM*
CN1CCN(C(=O)c2ccc3c(c2)N(Cc2ccccc2F)C(=O)c2ccccc2S3=O)CC1 (centres undefined),0%,2%,9%,-16%,-8%,3%,0,4%,2%,-1%,4%
c1ccc(CSc2nnc(SCc3ccccn3)s2)nc1,u,u,u,40%,1%,u,1,0%,u,8%,u
CCCCCC(=O)NN1C(=S)N(c2ccc(OC)cc2)C(=O)C1CC(=O)Nc1ccccc1 (centres undefined),-1%,9%,-2%,-21%,-8%,-12%,5,1%,3%,6%,0%
COc1ccc2[nH]c3nc(SCc4nnc(-c5ccc(C)cc5)o4)nnc3c2c1,-1%,-5%,-4%,-1%,19%,-22%,7,3%,-17%,u,4%
COc1cc(S(=O)(=O)N(Cc2ccc(C)cc2)C2CCCCC2)ccc1-n1cnnn1,-2%,-8%,-1%,-1%,0%,-22%,0,2%,-24%,-4%,4%
CCCS(=O)(=O)N1CCCC(C(=O)NCCN(C)Cc2ccccc2)C1 (centres undefined),-4%,23%,-10%,18%,1%,2%,-3,3%,8%,-3%,5%
CN(CC(=O)Nc1ccccc1Br)CC(=O)Nc1ccccc1C(F)(F)F,-7%,-5%,2%,5%,1%,-24%,9,-4%,-27%,-2%,2%

# Ordered by the number under Tb PFK inh (highest first): 3 from the list above
SMILES | Tb PFK inh
COc1ccc2[nH]c3nc(SCc4nnc(-c5ccc(C)cc5)o4)nnc3c2c1 | 3%
O=C(Nc1ncc(Cc2ccccc2)s1)C1COc2ccccc2O1 (centres undefined) | 1%
CN(CC(=O)Nc1ccccc1Br)CC(=O)Nc1ccccc1C(F)(F)F | -4%

# (listing goes on)
SMILES,NPC1 promoter act,Rab9 promoter act,p53 reactivation,RORgamma inh,Gal4-VP16 FLuc,BRCA1 expr act,TRPV1 ag,Tb PFK inh,ELG1 DNA repair,ELG1 genotox,FLuc modulator
COCCN1C(=O)N[C@@H](CCc2ccccc2)[C@H](C(C)=O)[C@H]1C,-6%,-1%,-2%,22%,-22%,-3%,8,0%,-4%,0%,1%
O=C(CN1CCOCC1)N1c2ccccc2Sc2ccccc21,3%,6%,0%,3%,-13%,-2%,-4,2%,6%,-1%,-1%
COc1ccccc1NC(=S)N(CCN1CCCCCC1)Cc1cccs1,-7%,-14%,1%,14µM*,-15%[10 µM],1%,8,-9%,7%,-15%,0%
Nc1ccccc1SCCS(=O)(=O)c1ccc(Cl)cc1,-2%,0%,5%,11%,-9%,-6%,27,2%,-18%,-4%,-2%
C/C(CCc1ccc2c(c1)OCO2)=N\N=C1\NC(=O)CC(C(=O)Nc2ccc(Cl)cc2)S1 (centres undefined),-2%,1%,-6%,u,7%,3%,-1,8%,4%,1%,0%
CC1(CCc2ccc3c(c2)OCO3)NCCc2c1[nH]c1ccccc21 (centres undefined),-2%,-5%,4%,-4%,1%,-61%,3,-13%,0%,-6%,0%
COc1cccc(-c2cc(C(=O)N3CCN(c4ccccc4OC)CC3)no2)c1,-3%,0%,-2%,u,18%,-11%,4,-1%,0%,-2%,-20%&-19%
CCCCCCNc1nc(-c2ccc(OC)cc2)c(CCC(=O)O)s1,-6%,0%,-8%,u,16µM*,-8%,-1,0%,5%,1%,0%
Cc1cccc(C(=O)O/N=C(\N)CS(=O)(=O)c2ccccc2)c1,0%,6%,24%,u,u,34%,-3,1%,13%,7%,0%
O=C(NCc1ccncc1)C(=O)C1C(=O)Nc2ccccc21 (centres undefined),0%,2%,-1%,-1%,0%,-17%,-1,-4%,-4%,-1%,-6%
COc1ccc(/C(N)=N/OC(=O)c2ccc3c(c2)OCO3)cc1OC,u,u,u,0%,-16%,u,-3,0%,u,u,3µM*
Cn1nnc2cc(C(=O)Nc3ccccc3)ccc21,30%,u,5%,32%,u,7.1µM*,3,-1%,u,17%,u
Cc1ccc(CS(=O)(=O)CCC(=O)NCc2cccs2)cc1,-1%,3%,-9%,12%,-6%,0%,4,2%,1%,0%,5%
COc1ccc(C(CNC(=O)C(C)Oc2ccc(Br)cc2)N2CCCCC2)cc1 (centres undefined),-4%,-1%,-7%,x,x,-39%,20,0%,2%,-8%,1%
O=C1CN(C(=O)c2ccccc2C(=O)O)c2ccccc2N1,-1%,-3%,x,16%,-2%,-7%,1,2%,-5%,0%,1%
O=S(=O)(c1ccc(Cl)cc1)N1CCC2(CC1)OCCO2,-1%,1%,-1%,5%,-8%,-7%,6,1%,0%,-2%,5%
COCCNC(=O)CSc1n[nH]c(=O)n1CCc1ccccc1,-6%,-10%[1.84 µM],-1%,-8%,2%,-3%,-5,-6%,9%,2%,-3%
Cc1ccccc1NC(=S)N(CCN1CCCCC1)Cc1ccco1,-2%,-3%,0%,-38%,5%,8%,8,-5%,-2%,-1%,-1%
CCN1CCN(CC2COc3ccccc3O2)CC1 (centres undefined),1%,-3%,-2%,0%,11%,6%,0,-4%,u,5%,-3%
CCC(C)[C@H]1COCCS(=O)(=O)N1Cc1ccccc1F (some centres undefined),-5%,-7%,3%,1%,-1%,0%,-1,-3%,-12%,-2%,1%
CC(Sc1nnc(-c2ccc(C(C)(C)C)cc2)n1C)C(N)=O (centres undefined),10%,14%,18%,-40%,u,36%,3,3%,u,14%,-14%
CN(C)S(=O)(=O)c1ccc(N2CCCC2)c(C(=O)NNC(=O)c2ccccc2)c1,-7%,-2%,-2%,x,x,6%,1,-6%,-19%,3%,3%
O=C(c1ccc(Oc2ccc(C(F)(F)F)cn2)cc1)N1CCN(c2ccccc2)CC1,-5%,2%,5%,u,-1%,-37%,x,3%,-5%,-2%,3%
CCn1c(=O)c(C(=O)NCCc2ccc(OC)c(OC)c2)c(O)c2ccccc21,3%,0%,-7%,-16%,-3%,-6%,-2,0%,9%,-7%,0%
O=C1NC(c2cccc([N+](=O)[O-])c2)Oc2ccccc21 (centres undefined),0%,1%,0%,15%,-5%,0%,-4,-6%,0%,-3%,0%
Cc1oc(C(C)(C)C)c(CN2CCOCC2)c1C(=O)O,-4%,-3%,-1%,-1%,-12%,4%,1,-8%,6%,2%,-2%
Cc1cc(C(=O)COC(=O)CCc2nc3ccccc3s2)c(C)n1C,1%,-6%,-9%,u,3%[0.365 µM],7%,-3,-1%,0%,25%,u
Cc1c(Cl)c(=O)oc2cc(OC(C)C)ccc12,-5%,-5%,3%,13%,-6%,-11%,16,-1%,17%,3%,-12%
Cc1sc2nc3c4ccccc4c(NCc4ccco4)nn3c(=O)c2c1C,u,2.8µM*,u,2%[0.365 µM],x,u,3,0%,u,7.1µM*,7.6µM*
CCCCN(C(=O)CCCc1nc2ccccc2c(=O)[nH]1)c1c(N)n(CCCC)c(=O)[nH]c1=O,-3%,-2%,25%,-13%,-6%,-11%,0,1%,11%,-1%,5%
COc1ccc(NC(=O)C2=C(C)Nc3ncnn3C2c2ccccc2C(F)(F)F)c(OC)c1 (centres undefined),3%,12%,0%,-35%,-16%,-15%,-2,2%,13%,-4%,1%
CCC(=O)c1ccc(OCC(O)Cn2cnc3ccccc32)cc1 (centres undefined),0%,3%,14%,u,-15%,-7%,0,3%,-7%,-5%,-4%
CCN(CC)S(=O)(=O)c1ccc2[nH]cc(C(=O)NCCCN3CCCCC3C)c(=O)c2c1 (centres undefined),-2%,2%,2%,-11%,-3%,-6%,1,1%,9%,1%,0%
CCOc1ccc(C(=O)Nc2sc3c(c2C(=O)OC)CC(C)(C)NC3(C)C)cc1,-1%,-5%,-3%,0%,11%,4%,-1,1%,-2%,0%,-1%
COc1cc(CC2C(=O)Nc3ccccc32)cc(C)c1O (centres undefined),-2%,-3%,0%,7%,-1%,-6%,1,1%,0%,-5%,-2%
